Screening data (PubChem)
FEN1 inhibitor – qHTS Assay for the Inhibitors of Human Flap endonuclease 1 (FEN1); AID 588795, 2011; 0.35% of 390,000 active; Recombinant FEN1 flap cleavage, fluorescence, 15 min; Potency, µM (top dose mostly 114 µM), for the others: at the top dose activity change, negative = inhibition, hits mostly inhibitors; P39748; active = well fitted inhibition curve with a large enough effect; inconclusive = small, poorly fitted or top-dose-only effect; inactive = no such curve, though single readings can be large or run the other way; note: nearly all actives have a fitted effect of over 65% in size
Target sequence (P39748 whole entry, looked up): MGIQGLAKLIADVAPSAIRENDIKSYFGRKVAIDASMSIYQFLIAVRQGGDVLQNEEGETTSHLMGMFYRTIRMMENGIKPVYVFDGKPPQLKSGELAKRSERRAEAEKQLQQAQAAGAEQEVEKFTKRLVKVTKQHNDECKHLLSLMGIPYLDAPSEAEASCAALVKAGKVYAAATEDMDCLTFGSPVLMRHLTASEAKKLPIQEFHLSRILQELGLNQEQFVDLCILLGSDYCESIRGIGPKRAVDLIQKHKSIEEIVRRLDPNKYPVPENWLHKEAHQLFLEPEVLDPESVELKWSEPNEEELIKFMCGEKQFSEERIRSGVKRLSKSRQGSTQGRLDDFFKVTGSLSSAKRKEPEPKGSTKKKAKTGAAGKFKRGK
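FEN1 at 10 nM preincubated with compounds 15 min at room temperature, then flap DNA substrate added at 50 nM final. Signal read at 0 and 15 min; concentration-response fitted with four-parameter Hill equation.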
The depositor's hits bear a star; ? = inconclusive; & = joins results of further samples. % is set by controls: 0 for no effect and ±100 for the full control effect; potency is the fitted concentration of half-maximal effect. Only part of the results is shown, so the mix of outcomes need not match the whole.

The first 14 records as a preview:
SMILES | FEN1 inhibitor
CCOC(=O)C1=C(c2ccccc2)NC(=O)NC1c1cccc(OC)c1OC (stereo not drawn) | -3%
Cc1ccc(-c2nnc(Nc3ccc(OCC(N)=O)cc3)c3ccccc23)cc1S(=O)(=O)NCC1CCCO1 (stereo not drawn) | 3%
Cc1ccc(Cn2c(CCNc3nc(-c4ccc(Cl)c([N+](=O)[O-])c4)cs3)nc3cc(C(=O)NCCCO)ccc32)cc1 | -20%
CN1CCc2c(sc3c2C(=O)NC(c2ccc(OC(=O)c4ccccc4)cc2)N3)C1 (stereo not drawn) | -3%
Cc1ccc(S(=O)(=O)N(Cc2nc(-c3cccc(C)c3)no2)C2CCCCC2)cc1 | -9%
Nc1cccc2[nH]c(=O)c3ccccc3c12 | ?
CC1(C)CCC(c2ccc(Cl)cc2)=C(CN2CCN(c3ccc(C(=O)NS(=O)(=O)c4ccc(N[C@H](CCN5CCOCC5)CSc5ccccc5)c(S(=O)(=O)C(F)(F)F)c4)cc3)CC2)C1 | ?
Ic1ccc(Nc2nc(NCCN3CCOCC3)nc(N3CCCC3)n2)cc1 | -27%
CCOC(=O)/C=C1/SCC(=O)N1CC(=O)NC12CC3CC(CC(C3)C1)C2 | -4%
Cc1ccc(NC(=O)Cn2nc(C(=O)O)c3ccccc3c2=O)cc1S(=O)(=O)N1CCCCCC1 | -3%
CCCC(=O)Nc1cc(-c2nn(C)c(=O)c3ccccc23)ccc1N1CCCCC1 | -23%
Cc1ccc(C)c(NC(=O)C(C)N(c2ccccc2)S(C)(=O)=O)c1 (stereo not drawn) | 2%
O=C(Cc1ccccc1)c1ccc(N2CCOCC2)cc1 | -3%
CC1=NNC(=O)C1C(c1ccc(F)cc1)C(C#N)C#N (stereo not drawn) | 0%

Results, previewed entries included:
SMILES | FEN1 inhibitor
CCOC(=O)C1=C(c2ccccc2)NC(=O)NC1c1cccc(OC)c1OC (stereo not drawn) | -3%
Cc1ccc(-c2nnc(Nc3ccc(OCC(N)=O)cc3)c3ccccc23)cc1S(=O)(=O)NCC1CCCO1 (stereo not drawn) | 3%
Cc1ccc(Cn2c(CCNc3nc(-c4ccc(Cl)c([N+](=O)[O-])c4)cs3)nc3cc(C(=O)NCCCO)ccc32)cc1 | -20%
CN1CCc2c(sc3c2C(=O)NC(c2ccc(OC(=O)c4ccccc4)cc2)N3)C1 (stereo not drawn) | -3%
Cc1ccc(S(=O)(=O)N(Cc2nc(-c3cccc(C)c3)no2)C2CCCCC2)cc1 | -9%
Nc1cccc2[nH]c(=O)c3ccccc3c12 | ?
CC1(C)CCC(c2ccc(Cl)cc2)=C(CN2CCN(c3ccc(C(=O)NS(=O)(=O)c4ccc(N[C@H](CCN5CCOCC5)CSc5ccccc5)c(S(=O)(=O)C(F)(F)F)c4)cc3)CC2)C1 | ?
Ic1ccc(Nc2nc(NCCN3CCOCC3)nc(N3CCCC3)n2)cc1 | -27%
CCOC(=O)/C=C1/SCC(=O)N1CC(=O)NC12CC3CC(CC(C3)C1)C2 | -4%
Cc1ccc(NC(=O)Cn2nc(C(=O)O)c3ccccc3c2=O)cc1S(=O)(=O)N1CCCCCC1 | -3%
CCCC(=O)Nc1cc(-c2nn(C)c(=O)c3ccccc23)ccc1N1CCCCC1 | -23%
Cc1ccc(C)c(NC(=O)C(C)N(c2ccccc2)S(C)(=O)=O)c1 (stereo not drawn) | 2%
O=C(Cc1ccccc1)c1ccc(N2CCOCC2)cc1 | -3%
CC1=NNC(=O)C1C(c1ccc(F)cc1)C(C#N)C#N (stereo not drawn) | 0%
C[C@@H]1CC[C@]2(O[C@H](CCO)C[C@H](O)[C@H]2O)O1 | 17%
Cc1ccc(-c2cc(C(=O)Oc3ccccc3)c3cc(C)ccc3n2)cc1 | -2%
O=C1OC(c2ccc(O)cc2)(c2ccccc2O)c2ccccc21 (stereo not drawn) | -9%
Cc1ccc(SCC(=O)Nc2nncs2)cc1 | 1%
O=C(CC(CC(=O)c1ccccc1)c1ccccn1)c1ccccc1 | -4%
CN(Cc1ccccc1F)C(=O)c1cccc(NC(=O)CC2SC(N3CCCCC3)=NC2=O)c1 (stereo not drawn) | -8%
CCOc1ccc(C2C(C(N)=O)=C(C)Nc3nc(-c4cccc(Cl)c4)nn32)cc1OC (stereo not drawn) | -2%
CC(C)n1c(=N)c(C(=O)NCc2cccnc2)cc2c(=O)n3ccccc3nc21 | 18%
O=C1COc2ccc(-c3csc(-c4ccc(Cl)cc4)n3)cc2N1 | 2%
Cc1cccc(Oc2coc3cc(OCC(=O)NC4CCCCC4)ccc3c2=O)c1 | ?
O=C(OCC12CC3CC(CC(C3)C1)C2)c1ccc(NCc2cc(O)ccc2O)cc1 | ?

The results go on.
SMILES | FEN1 inhibitor
CCN1C[C@@H]2[C@@H]3C(=O)N(Cc4ccccc4)C(=O)[C@@H]3[C@](CC)(C(=O)OC)N2C1=NC1CCCCC1 | 16%
Cn1cnc2c(SCc3ccccc3)ncnc21 | 7%
COC(=O)c1sccc1NC(=O)c1ccccc1C(=O)O | 3%
O=C(NC1CCCCC1)[C@@H]1CC=C[C@@H]2CCN(Cc3ccc(Cl)c(Cl)c3)C(=O)[C@@H]21 | 15%
CSc1ccc(C2NC(=O)c3ccccc3N2)cc1 (stereo not drawn) | -4%
CS(=O)(=O)c1ccc(Cl)c(NC(=O)CSC(=S)N2CCCC2)c1 | 10%
NC(=O)c1ncn([C@@H]2O[C@H](CNCc3ccc(-c4cc(C(F)(F)F)ccc4Cl)o3)[C@@H](O)[C@H]2O)n1 | -10%
COc1ccc(OC)c2c(/C=C/c3c[nH]c4ccccc34)ccnc12 | -1%
C[C@H]1CCC[C@]2(O[C@H](CCO)C[C@@H](O)[C@@H]2O)O1 | -1%
O=C(Nc1ccc2c(c1)OCCO2)c1cnc2ccccn2c1=O | 5%
Fc1ccc(/C=C/c2ccc3ccccc3n2)cc1 | -7%
CCOC(=O)N(C(=O)c1ccccc1)c1ccccc1 | -5%
CC1(C)Cc2ccccc2C(NNC(=O)c2ccc(Br)o2)=N1 | 0%
Nc1cc2c(cc1Cl)-c1ccc([N+](=O)[O-])cc1C2=NO | -2%
O=C(CNC(=O)c1cc(-c2ccccc2)nn1-c1ccccc1)Nc1ccccc1Br | 13%
CCOc1ccc(OCCC(=O)N(CC(C)C)c2c(N)n(Cc3ccccc3)c(=O)[nH]c2=O)cc1 | -16%
O=C(Nc1cc2c(cc1Cl)-c1ccc([N+](=O)[O-])cc1C2=NO)C(F)(F)F | -8%
COC(=O)c1c(C)oc2ccc(N(C(=O)c3ccncc3)S(=O)(=O)c3cc(C)c(C)cc3C)cc12 | -11%
Cc1cc(Br)cc2c(C(=O)OCC(=O)c3ccccc3)cc(-c3ccccc3)nc12 | 2%
CC(C)CCNC(=O)C(c1cccnc1)N(Cc1ccccc1)C(=O)Cn1nnc2ccccc21 (stereo not drawn) | -5%
CCCSc1nnc2c(n1)OC(c1cccs1)Nc1ccc(Br)cc1-2 (stereo not drawn) | -4%
CCOc1ccc(S(=O)(=O)N(CC(=O)NCc2ccccc2OC)c2ccccc2)cc1 | -3%
O=P(OCC1CCCO1)(OCC1CCCO1)OCC1CCCO1 (stereo not drawn) | 0%
CC(C)C[C@H]1CNC(=S)N1CC1CCN(CCCC2CCCCC2)CC1 | -12%
COC(=O)COc1ccc(-c2nnc(Nc3ccc(O)cc3)c3ccccc23)cc1 | -22%

(next part)
SMILES | FEN1 inhibitor
COc1cccc2cc(-c3ccccc3)oc12 | -1%
CC(=O)Nc1ccc(NC(=O)CSCc2ccccc2Cl)cc1 | -6%
CCOC(=O)c1cc(-c2ccccc2)nn1CC1CC(c2cccnc2)=NO1 (stereo not drawn) | 19%
CCOc1ccc(CCN2C(=S)N([C@@H](Cc3ccc(O)cc3)CN3CCCC3CN3C(=S)NC[C@@H]3Cc3ccc(O)cc3)C[C@@H]2CC(C)C)cc1 (stereo partly drawn) | -14%
CN1CCN(C(=O)c2ccc3c(=O)n(Cc4ccc5c(c4)OCO5)c(=S)[nH]c3c2)CC1 | 25%
c1ccc2c(c1)-c1nc3ccccc3cc1C2N1CCOCC1 (stereo not drawn) | -5%
Cn1ncc2c(=O)[nH]c(N)nc21 | -4%
Nc1nc2c(nc(Br)n2[C@@H]2O[C@@H]3COP(=O)(O)O[C@H]3[C@H]2O)c(=O)[nH]1 | -7%
COC(=O)c1c(NC(=O)c2ccnn2C)sc(C)c1C | 11%
CCCCn1c(N)c(N(CCOC)C(=O)CC2CCCCC2)c(=O)[nH]c1=O | 0%
CN1C[C@@H]2[C@@H]3C(=O)N(C)C(=O)[C@@H]3[C@](Cc3ccccc3)(C1=O)N2C(=O)c1ccc(Cl)cc1 | 7%
COc1ccccc1NC(=O)C1CCOC1=O (stereo not drawn) | -1%
C[n+]1ccc(/C=C/c2cc[n+](C)c3ccccc23)c2ccccc21 | 10µM*
CCN1C[C@@H]2[C@@H]3C(=O)N(Cc4ccccc4)C(=O)[C@@H]3[C@](Cc3ccccc3)(C1=O)N2C(=O)c1ccc(Cl)cc1 | -7%
CC(=O)OCC1=C(C(=O)OC(C)(C)C)N2C(=O)[C@@H](NC(=O)Cc3ccccc3)[C@H]2SC1 | ?
CC(C)C(=O)NCCc1nc(-c2ccc(Cl)cc2)no1 | -12%
O=C(NCc1ccc(OC(F)(F)F)cc1)C1CC(c2ccc(C(F)(F)F)cc2)=NO1 (stereo not drawn) | 12%
COc1cc(OC)c(/C=C/c2ccncn2)c(OC)c1 | -4%
COCCCn1c(=N)c(C(=O)NCc2cccnc2)cc2c(=O)n3cc(C)ccc3nc21 | -5%
CC(C)(C)c1ccc(C(=O)C[n+]2ccc(Cl)c3ccc(Cl)cc32)cc1 | 9%
COC(=O)CCN1CCC2CC1c1cc(-c3cccc(C)c3)ccc12 (stereo not drawn) | 0%
c1cc2c3c(c1)CCC[N+]3(C1CCCCC1)CCC2 | -1%
CCCCCCCCN1[C@@H](CC(=O)OC)c2ccc(/C=C/C(=O)OC)cc2S1(=O)=O | -13%
CCCNC(=O)C1(CC2CC(c3ccccc3)=NO2)CCN(C(=O)c2cc(OCC)c(OCC)c(OCC)c2)CC1 (stereo not drawn) | 10%
O=[N+]([O-])c1cccnc1Sc1ccc(F)cc1 | 10%

More structures follow.
SMILES | FEN1 inhibitor
Clc1ccc(Cl)c(-c2nn3c(Cn4cnc5ccccc54)nnc3s2)c1 | -21%
Nc1cc(S(=O)(=O)O)cc2ccc(S(=O)(=O)O)cc12 | -10%
O=C(Nc1ccccc1)C(Cc1ccccc1)c1ccccc1 (stereo not drawn) | 14%
COc1ccc2c(c1)c1nnc(SCCN3CCOCC3)nc1n2C | -29%
Oc1cccc(-c2nnc(-c3cccc(O)c3)nn2)c1 | 31%
CCN(CC)CCCC(C)Nc1nccc2c(Cl)cccc12 (stereo not drawn) | -5%
COc1ccccc1Nc1nc(N2CCCC2)nc(N2CCOCC2)n1 | -1%
CCCCNC(=O)C(C#N)c1nc2ccccc2nc1N1CCN(Cc2ccc3c(c2)OCO3)CC1 (stereo not drawn) | -7%
C=CS(=O)(=O)N(Cc1ccccc1)[C@H](CO)CC(C)C | 9%&-1%
Cc1ccc(-c2nnc(SCc3ccccc3C)o2)cc1 | -18%
NC(=O)C1(N2CCCC2)CCN(Cc2ccccc2)CC1 | -2%
O=[N+]([O-])c1ccc(O/N=[N+](\[O-])N2CCCC2)c([N+](=O)[O-])c1 | 1%
Cc1ccc(NC(=O)CNC(=O)c2ccc(OC(F)F)cc2)cc1S(=O)(=O)N1CCCCCC1 | 7%
O=[N+]([O-])c1cccc2nc3ccccc3c(NCCCn3ccnc3[N+](=O)[O-])c12 | -8%
C[N+]1(CC(=O)c2ccc(F)cc2)CCc2ccccc2C1 (stereo not drawn) | -5%
O=c1[nH]c(Sc2ccc([N+](=O)[O-])cc2[N+](=O)[O-])nc2ccccc12 | -11%
CC(C)Cc1cc(C(=O)O)c2ccccc2n1 | -14%
Cc1cc(NC(=O)C(Cl)Cl)cc2c1OCO2 | 12%
COCc1c(C(=O)Nc2ccc(C)c(S(=O)(=O)N3CCOCC3)c2)oc2ccccc12 | -12%
CC(=O)N[C@@H](Cc1c[nH]c2ccccc12)C(=O)OCC(=O)Nc1ccc2c(c1)OCO2 | 25%
CC(C)(C)S(=O)N1Cc2cc(CO)cc(-c3ccccc3)c2[C@@H]1CCO (stereo partly drawn) | 1%
CCCCOc1ccccc1C1NC(=O)NC(C)=C1C(=O)OCCOC (stereo not drawn) | -5%
O=S1(=O)CCO[C@H]2CCCC[C@@H]2N1Cc1ccc(Cl)cc1 | -15%
O=C(Nc1nnc(-c2cccs2)o1)c1cccc(F)c1 | 12%
O=S(=O)(c1ccccc1)c1nc(-c2ccccc2F)oc1N1CCOCC1 | 6%

Going on with the list.
SMILES | FEN1 inhibitor
CCCCCn1c(=O)[nH]c2cc(C(=O)NC3CCN(Cc4ccccc4)CC3)ccc2c1=O | -3%
O=C(N/N=C/C=C/c1ccco1)C(O)c1ccccc1 (stereo not drawn) | -12%
CCOC(=O)Cn1c(-c2cccs2)cc2cc(Cl)ccc21 | -13%
CC(C)n1nnnc1SCC(=O)NCc1ccco1 | 9%
CCCn1c(=N)c(C(=O)NCc2cccnc2)cc2c(=O)n3cc(C)ccc3nc21 | 1%
CN(CC(=O)Nc1ccc(Cl)c(C(F)(F)F)c1)C(=O)C1CCN(C(=O)c2ccc(Cl)cc2)CC1 | 7%
O=C(Nc1cc(Cl)ccc1N1CCOCC1)c1ccc(N2CCCCC2)c([N+](=O)[O-])c1 | 0%
CCCC(=O)NC(Nc1ccc(S(=O)(=O)Nc2cc(C)on2)cc1)(C(F)(F)F)C(F)(F)F | 0%
O=C(C[N+]1(CCO)CCOCC1)c1cccs1 | -17%
O=C1C=CC(=O)N1c1cccc2cccnc12 | -5%
CCOc1ccc(NC(=O)/C(C#N)=C\c2ccc(N3CCCC3)c(C)c2)cc1 | 0%
